RAD52 anneal inh = inhibitors of human RAD52 DNA annealing; P43351; 360,000 compounds, 0.46% hits; recombinant RAD52 DNA annealing, FRET fluorescence; inhibition, % at 18.7 µM; AID 651710;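 active means every replicate showing at least 50% inhibition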
Target sequence (P43351 whole entry, looked up): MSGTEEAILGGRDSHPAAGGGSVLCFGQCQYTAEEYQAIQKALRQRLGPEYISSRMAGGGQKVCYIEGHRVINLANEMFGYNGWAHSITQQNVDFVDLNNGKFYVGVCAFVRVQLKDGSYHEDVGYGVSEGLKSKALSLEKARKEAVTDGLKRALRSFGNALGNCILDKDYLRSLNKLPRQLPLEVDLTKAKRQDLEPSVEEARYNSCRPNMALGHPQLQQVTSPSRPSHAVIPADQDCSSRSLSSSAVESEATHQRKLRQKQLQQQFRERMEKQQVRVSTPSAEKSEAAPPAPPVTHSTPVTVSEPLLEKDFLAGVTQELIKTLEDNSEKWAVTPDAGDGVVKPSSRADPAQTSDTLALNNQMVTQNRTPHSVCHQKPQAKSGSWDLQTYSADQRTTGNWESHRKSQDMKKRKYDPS
Cneo AK release = Cryptococcus neoformans lysis via adenylate kinase release | C. neoformans lysis, adenylate kinase release luminescence, 4 h; normalised: neutral wells 0, clomiphene wells 100 | 360,000 compounds, 0.2% hits | lysis activity, % at 15 µM | AID 651654;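 active means mean lysis activity across replicates of at least 80%, whatever share of replicates individually reach that level; inactive means mean lysis activity below 80%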
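Assay system: Cryptococcus neoformans yeast cells / Dosing: single-point compound dose / Timing: 4 h at 37 °C static, read 1 h later / Measured by: luminescence of released adenylate kinase using an AK detection reagent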
PGC1a acetyl inh = PGC1a acetylation modulation, inhibitor mode. U2OS PGC1a acetylation, AlphaScreen anti-acetyl-lysine; with virally co-expressed GCN5 acetyltransferase. inhibition, % at 15.6 µM. 350,000 compounds, 0.17% hits. AID 651687;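 active means every replicate shows inhibition of at least 40%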;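 further: 0% = neutral control wells and 100% = positive control wells; some results beyond the cut were filed as inactive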
ERAP1 HTS inh = ERAP1 (human) enzyme inhibition. 340,000 compounds, 0.15% hits. inhibition, % at 10.7 µM. AID 652197. recombinant ERAP1, Leu-AMC fluorescence, 60 min. Q9NZ08;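 active means mean replicate inhibition of at least 30%, or all replicates individually reaching that 30% level; inactive means mean below 30% and not every replicate reaching it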;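 further: 0% = neutral control wells and 100% = L-leucinethiol positive control wells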
PglD DTNB = inhibitors of Campylobacter jejuni PglD acetyltransferase; purified PglD enzyme, DTNB colorimetric CoA detection; inhibition, % at 12.5 µM; 360,000 compounds, 0.098% hits; AID 602405; in the data active means inhibition above about 16%, passing the limit was not always enough; further: strong numbers were not always called active
miR122 inh = miR-122 inhibition in Huh7 cells; 340,000 compounds, 0.3% hits; activation (reporter increase), % at 12.5 µM; AID 602342; Huh7 miR-122 Renilla luciferase sensor, 48 h; neutral wells = 0, positive control = 100;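 active means mean replicate activation score at least 90 and every replicate individually at or above 90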;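 further: higher luciferase means less miR-122 activity so hits act as miR-122 inhibitors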
RAD54 branch = inhibitors of human RAD54 branch migration; Q92698; RAD54 Holliday junction branch migration, FAM/BHQ fluorescence; inhibition, % at 10.4 µM; 360,000 compounds, 0.14% hits;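 active means mean normalized replicate activity at least 40 and at least half of replicates scoring 40 or more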;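 further: 0% = median of neutral control wells and 100% = median of positive control wells; inhibitors cause a drop in the FAM fluorescence signal; in these data hits start at about 50%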
E-selectin induc = induces E-selectin expression in human endothelial cells. HUVEC E-selectin immunofluorescence imaging; normalized: neutral wells 0, TNF-alpha wells 100. activation, % at 7.58 µM. 260,000 compounds, 0.37% hits;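 active means mean E-selectin-positive cell signal at least 10% of the positive control, reached in at least 60% of replicates, without over 20% cell loss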;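 further: in these data hits start at about 27%; measured in HUVEC primary endothelial cells; signal is the percent of cells scored E-selectin positive by PE staining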
Target sequence (P16581 whole entry, looked up): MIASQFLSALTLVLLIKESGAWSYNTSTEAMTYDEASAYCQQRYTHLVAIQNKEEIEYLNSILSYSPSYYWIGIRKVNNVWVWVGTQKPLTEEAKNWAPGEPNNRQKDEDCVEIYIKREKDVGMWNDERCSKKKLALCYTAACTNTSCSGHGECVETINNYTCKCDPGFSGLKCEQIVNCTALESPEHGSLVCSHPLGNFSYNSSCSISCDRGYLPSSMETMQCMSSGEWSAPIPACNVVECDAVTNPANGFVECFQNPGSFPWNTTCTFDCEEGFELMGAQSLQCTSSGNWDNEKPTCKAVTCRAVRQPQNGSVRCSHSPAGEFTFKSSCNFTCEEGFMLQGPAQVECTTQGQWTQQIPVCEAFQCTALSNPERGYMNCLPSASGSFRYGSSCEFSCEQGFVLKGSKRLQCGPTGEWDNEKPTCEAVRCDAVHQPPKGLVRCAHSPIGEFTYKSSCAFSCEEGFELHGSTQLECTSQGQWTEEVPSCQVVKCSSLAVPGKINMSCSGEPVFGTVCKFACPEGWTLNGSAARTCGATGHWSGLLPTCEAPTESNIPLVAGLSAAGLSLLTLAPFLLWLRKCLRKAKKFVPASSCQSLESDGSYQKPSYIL
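Read-out: % PE-positive cells | Test system: HUVEC | Doses: One compound dose added by pin transfer | Buffer or medium: EGM-2 over gelatin coat | Signal: Immunofluorescence imaging | Benchmarks: TNF-alpha, DMSO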
* marks the source's active call; other numbers are inactive results; nt = not tested or not shown; & = joins results of further samples; [ ] = another dose, or the depositor's remark. An unsorted share of the library; overall some 1.4% were active at least once.

SMILES	RAD52 anneal inh	Cneo AK release	PGC1a acetyl inh	ERAP1 HTS inh	PglD DTNB	miR122 inh	RAD54 branch	E-selectin induc
CCOC(=O)Nc1ccc(S(=O)(=O)Nc2cc(C)on2)cc1	nt	-1	-10	nt	-7	-4	-5	-0.2
COc1ccc(CN(C)C[C@H]2Oc3ccc(NS(=O)(=O)c4cn(C)cn4)cc3C(=O)N([C@@H](C)CO)C[C@H]2C)cc1	-5	0	-6	-2	0	-3[16.7 µM]	2	-3.0
CC(C)NC(=O)Nc1ccc2c(c1)C(=O)N([C@@H](C)CO)C[C@H](C)[C@@H](CN(C)Cc1ccc(C(F)(F)F)cc1)OCCCC[C@H](C)O2	15	0	9	0	3	-1[16.7 µM]	10	nt
NC(=O)NC(=O)C(Nc1ccc(N2CCCCC2)cc1)c1ccccc1 (stereo not given)	-8	1	nt	1	-2	nt	1	0.1
CCN(CC(=O)Nc1c(F)cccc1F)C(=O)CNC(=O)c1ccc2ccccc2c1	-7	1	3	-2	0	9	6	nt
O=C(CS(=O)(=O)Cc1ccccc1)NCc1ccccc1Cl	-11	-9	3	0	0	-1	6	nt
Fc1cccc(CN2CCC(Cc3ccccc3)CC2)c1	-11	-2	9	-1	5	9	3	1.1
Cc1nnc(N2C(=O)C(O)=C(C(=O)c3ccco3)C2c2ccc(C(C)(C)C)cc2)s1 (stereo not given)	nt	-1	-9	nt	-6	0	-36	nt
COc1ccc(CCN2C(=O)CSC2=Nc2ccc(C(C)C)cc2)cc1OC	-7	0	-21	-2	1	-13	-9	nt
CCCC#Cc1ccc([C@@H]2[C@H]3CN(C(=O)NC4CCCC4)CCCCN3[C@H]2CO)cc1	-12	-3	-6	0	-7	-2[16.7 µM]	-5	1.4
C[C@@H]1CCCCO[C@@H](CN(C)C(=O)Nc2ccccc2)[C@H](C)CN([C@@H](C)CO)C(=O)c2cc(NC(=O)c3ccncc3)ccc2O1	-2	-1	-2	-4	-5	-5[16.7 µM]	4	nt
O=C(C[C@H]1C[C@@H]2c3cc(NC(=O)CC4CC4)ccc3O[C@@H]2[C@@H](CO)O1)NCc1ccc(-c2ccccc2)cc1	19	1	-3	12	1	-6[16.7 µM]	3	0.2
C[C@@H]1CN([C@H](C)CO)C(=O)c2cc(NC(=O)c3ccncc3)ccc2O[C@@H](C)CCCCO[C@@H]1CN(C)CC1CCCCC1	-11	5	0	-2	5	0[16.7 µM]	4	-0.1
Cc1onc(-c2ccccc2)c1NC(=O)N(Cc1ccccc1)C(C)C	-8	-1	nt	2	-3	-3	-2	nt
COc1cccc(N2CCN(c3nc(-c4ccccc4C)cc(=O)[nH]3)CC2)c1	-14	0	nt	0	0	nt	-3	nt
CC(C)NC(=O)Nc1ccc2c(c1)C(=O)N([C@@H](C)CO)C[C@@H](C)[C@H](CN(C)CC1CCCCC1)OCCCC[C@H](C)O2	10	2	0	3	-7	5[16.7 µM]	6	-0.2
CCCN1C[C@@H](C)[C@@H](OC)CN(C)C(=O)c2cc(NC(=O)CC(F)(F)F)ccc2OC[C@@H]1C	-11	nt	5	0	nt	nt	nt	0.0
O=C(COC(=O)c1ccc(Cl)c(S(=O)(=O)N2CCCC2)c1)NC1CCCC1	nt	0	-1	nt	1	-1	5	nt
CC(=O)C(N=Nc1ccccc1)(Sc1nnc(-c2ccccc2)n1-c1ccccc1)C(=O)Nc1ccccc1 (stereo not given)	nt	3	1	nt	-3	-13	1	nt
OC(COc1ccc2cc(Br)ccc2c1)Cn1ccnc1 (stereo not given)	24	-5	nt	-9	3	-5	-3	0.1

A different layout for two compounds above.
mol | RAD52 anneal inh | Cneo AK release | PGC1a acetyl inh | ERAP1 HTS inh | PglD DTNB | miR122 inh | RAD54 branch | E-selectin induc
CCN(CC(=O)Nc1c(F)cccc1F)C(=O)CNC(=O)c1ccc2ccccc2c1 | -7 | 1 | 3 | -2 | 0 | 9 | 6 | nt
COc1ccc(CCN2C(=O)CSC2=Nc2ccc(C(C)C)cc2)cc1OC | -7 | 0 | -21 | -2 | 1 | -13 | -9 | nt

The results go on.
SMILES	RAD52 anneal inh	Cneo AK release	PGC1a acetyl inh	ERAP1 HTS inh	PglD DTNB	miR122 inh	RAD54 branch	E-selectin induc
COc1cc(C2CC(c3ccccc3)=NN2c2ccccc2)ccc1OCC(=O)O (stereo not given)	-27	-1	1	-20	4	-3	-3	0.2
COc1ccc(C(=O)N/C(=C\c2ccccc2)C(=O)NC(CCSC)C(=O)O)cc1 (stereo not given)	nt	-2	8	nt	1	-6	1	nt
CC(C)CCn1c(N2CCN(c3cccc(Cl)c3)CC2)nc2c1c(=O)[nH]c(=O)n2C	nt	1	-3	nt	0	2	2	1.6
O=C(C1CC1)N1CC(=O)N2[C@H](CO)[C@@H](c3ccc(C#CC4CCCC4)cc3)[C@H]2C1	20	nt	-11	-1	nt	nt	nt	0.2
CCOC(=O)CNC(=O)C1c2ccccc2Oc2ccccc21	-1	0	-9	1	-15	0	-11	nt
COc1ccccc1N1CCN(C2CCCN(Cc3c(F)cccc3F)C2)CC1 (stereo not given)	-1	1	-1	-2	0	2	-13	-0.1
O=C1C(O)=C(O)C(=O)c2ccccc21	-6	-1	10	1	-1	0	-7	nt
N#Cc1ccc(-c2ccc([C@@H]3[C@@H]4CN(S(=O)(=O)c5ccc(-c6ccccc6)cc5)C[C@H]3N4)cc2)cc1	79*	nt	85*	1	nt	nt	nt	3.3
Cc1nc2c(C#N)cnn2c2c1CCN(Cc1ccccc1)N2C	8	-2	9	1	1	7	-20	nt
COc1ccc(CN(C)C[C@H]2Oc3ccc(NC(=O)C4CCCCC4)cc3C(=O)N([C@@H](C)CO)C[C@H]2C)cc1	-5	-10	-5	0	0	13[16.7 µM]	0	0.8
COC(=O)CSc1nnc(-c2ccc(S(=O)(=O)N3CCCCC3)cc2)o1	nt	0	7	nt	-1	-7	3	nt
O=C(c1cccc(F)c1)N1CCCCN2[C@H](C1)[C@H](c1ccc(-c3ccccc3)cc1)[C@@H]2CO	-2	1	5	3	-3	-3[16.7 µM]	5	-0.2
CCc1ccc(C(C(=O)NC2CCCCC2)N(C(=O)c2csnn2)C2CC2)cc1 (stereo not given)	-1	-1	1	-1	0	-3	6	39*
Cc1cccc(N(C(=O)Cc2cccs2)C(C(=O)NCc2ccco2)c2ccncc2)c1 (stereo not given)	-25	nt	6	-2	nt	1	nt	nt
COC(=O)c1c(NC(=O)COC(=O)CCNS(=O)(=O)c2ccccc2)sc(C)c1C	-6	0	nt	3	4	nt	-5	-0.2
COc1ccc(C)cc1NC(=O)C1CCCN1S(=O)(=O)c1ccccc1F (stereo not given)	-28	1	5	8	-1	5	3	nt
Cc1cccc(C)c1NC(=O)CCN1C(=O)C2C3CCC(C3)C2C1=O (stereo not given)	nt	-3	-9	nt	0	2	-9	nt
Cc1cc(C)c(OCCOCCN2CCN(C)CC2)c(Cl)c1	2	-1	nt	0	-2	nt	-6	0.3
COc1ccc(N2CC(NC(=O)c3ccc4ccccc4c3)CC2=O)cc1OC (stereo not given)	0	nt	0	1	nt	15	nt	0.2
CC1(C)C2CC[C@]3(C)C(CC=C4[C@@H]5C[C@](C)(CO)CC[C@]5(C(=O)O)CC[C@]43C)[C@@]2(C)CC[C@@H]1O (stereo not given in full)	nt	-2	14	nt	1	0	6	nt
Cc1cccc(Oc2ncnc3onc(C)c23)c1	nt	4	0	nt	-7	3	0	nt
C[C@H]1CN([C@@H](C)CO)C(=O)c2cccc(NC(=O)C3CCCCC3)c2O[C@H]1CN(C)S(C)(=O)=O	-2	6	nt	1	6	12[16.7 µM]	-2	-1.6
C[C@H](CO)N1C[C@H](C)[C@@H](CN(C)C(=O)Cc2ccccc2)OCc2ccccc2-c2c(n(C)c3ccccc23)C1=O	26	-2	-1	-2	1	nt	-14	-0.4
CCC(=O)N1[C@@H](CO)[C@@H](c2ccc(C3=CCCC3)cc2)C12CN(C(=O)COC)C2	-9	nt	2	1	nt	nt	nt	-0.2
COc1ccccc1CCC(=O)OCC(=O)Nc1ccc(S(N)(=O)=O)cc1	-4	0	12	2	nt	-8	0	-0.6
Brc1ccc(-c2cn3c(n2)SCC3)cc1	-9	-5	nt	-3	-5	-25	3	nt
COc1ccc(S(=O)(=O)Nc2ccc3c(c2)C(=O)N([C@@H](C)CO)C[C@H](C)[C@@H](CN(C)S(=O)(=O)c2ccc(C)cc2)O3)cc1	-4	1	0	-1	2	7[16.7 µM]	0	-0.4
Cc1ccc(S(=O)(=O)NNC(=O)C2COc3ccccc3O2)cc1 (stereo not given)	nt	-2	-1	nt	2	-5	2	0.1
O=C(Cn1c(=O)oc2ccccc21)Nc1ccccc1N1CCOCC1	-8	1	nt	-4	2	-6	0	-0.3
CCOc1ccc(C)cc1-n1nc2ccccc2n1	nt	-5	-6	nt	-2	22	-7	nt
Cc1ccc(S(=O)(=O)Cc2ccc(C(=O)N3CCC(C)CC3)cc2)cc1	0	1	nt	2	-2	nt	4	0.5
C[C@H](CO)N1C[C@H](C)[C@@H](CN(C)C(=O)NC2CCCC2)Oc2cc(C#Cc3ccc(F)cc3)ccc2S1(=O)=O	0	6	14	-5	0	46[16.7 µM]	8	1.1
CC(CC(=O)OCC(=O)NC1CCS(=O)(=O)C1)c1ccccc1 (stereo not given)	5	-3	-5	-2	0	-3	3	0.0
CCCNC(=O)N(C)C[C@H]1Oc2ncc(C#Cc3ccccc3F)cc2C(=O)N([C@H](C)CO)C[C@H]1C	4	1	3	-1	1	-7[16.7 µM]	5	0.0
CCOc1ccccc1NC(=O)Nc1cc(OC)ccc1OC	nt	0	1	nt	3	3	0	nt
COc1cc(NS(=O)(=O)c2ccc(NC(=S)Nc3ccccc3)cc2)nc(OC)n1	-28	3	2	3	-2	4	-4	nt
Cc1cc(C)cc(C(=O)NC(CC(N)=O)c2ccc(N3CCN(c4ccccc4)CC3)c([N+](=O)[O-])c2)c1 (stereo not given)	-17	0	-14	2	0	-4	1	-0.1
O=C(COc1ccc(F)cc1)Nc1nnc(C2CC2)s1	-2	3	-9	-2	0	nt	5	3.0
CC1(C)Cc2c(c(N3CCOCC3)nc3sc(-c4ccc(C(=O)O)o4)c(N)c23)CO1	nt	0	-11	nt	1	0	-13	nt
Cc1cc(NCCCN(C)C)n2nc(-c3cccs3)cc2n1	nt	4	-17	nt	5	0	31	nt

One compound at a time (already shown). Screens in order: RAD52 anneal inh, Cneo AK release, PGC1a acetyl inh, ERAP1 HTS inh, PglD DTNB, miR122 inh, RAD54 branch, E-selectin induc
Record of Cc1ccc(S(=O)(=O)Cc2ccc(C(=O)N3CCC(C)CC3)cc2)cc1 = 0, 1, nt, 2, -2, nt, 4, 0.5
Record of O=C(COc1ccc(F)cc1)Nc1nnc(C2CC2)s1 = -2, 3, -9, -2, 0, nt, 5, 3.0

The results go on:
SMILES	RAD52 anneal inh	Cneo AK release	PGC1a acetyl inh	ERAP1 HTS inh	PglD DTNB	miR122 inh	RAD54 branch	E-selectin induc
CCCc1cc(=O)[nH]c(SCC(=O)Nc2ncc(S(=O)(=O)c3ccc([N+](=O)[O-])cc3)s2)n1	-11	-4	-2	-4	-1	0	-7	0.7
S=C(NCc1ccco1)N1CCN(Cc2ccco2)CC1	nt	-1	nt	nt	-4	-21	7	nt
CCC(C)[C@H](NC(=O)OC(C)(C)C)C(=O)N/N=C/c1cccc2nccnc12 (stereo not given in full)	3	1	-6	-3	0	4	-8	nt
Cc1ccc(S(=O)(=O)n2cc(CO)c3ccccc32)cc1	-15	0	-2	-5	-4	6	-2	nt
CNC[C@@H]1Oc2cc(Br)ccc2S(=O)(=O)N([C@@H](C)CO)C[C@@H]1C	-14&0&2	2&30	-8&2&3	-3&3&1	11&-3	-2	-2&-6	-0.1&0.0
COc1ccc(CNC(=O)C(C)OC(=O)c2cccs2)cc1 (stereo not given)	14	0	nt	2	-2	-5	-7	0.1
